SK-BR-3 tox 24h: SK-BR-3 proliferation inhibitors, primary screen, cell-based, human, 24 h; SK-BR-3 viability, CellTiter-Glo ATP luminescence; hits give low values; viability, % at 10 µM; AID 847, 2007; 0.47% of 41,000 active;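 active = viability at or below the median of all test compounds minus 3 SD, in both replicates if run twice, cut at about 45% in these data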;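 also: 100% = median untreated cell wells and 0% = median positive control drug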
* = called active by the depositor. Not all compounds are listed; count on the stated rates, not on these rows.

item | canonical_smiles | SK-BR-3 tox 24h
1 | CC1(C)CC(=O)C2=C(C1)N(CC1CCCO1)C(=O)C2(O)C(F)(F)F (stereo not drawn) | 105.4
2 | O=C(O)CCCC(=O)Nc1c(F)c(F)c(F)c(F)c1F | 80.7
3 | COC(=O)c1cccc(NC(=O)CSc2nnc(COc3ccc(C#N)cc3)n2-c2ccccc2)c1 | 85.9
4 | Cn1nnnc1CCOCCc1nnnn1C | 101.5
5 | Cc1ccc(C)c2[nH]c(=O)c(CN(CC3CCCO3)S(=O)(=O)c3ccc4c(c3)OCCO4)cc12 (stereo not drawn) | 82.0
6 | N#CCCCSc1nnc(CSc2nc3ccccc3s2)n1-c1ccccc1 | 97.2
7 | c1ccc(OCCOCCSc2ncccn2)cc1 | 97.7
8 | CC(C)(C)c1ccc(OCC(=O)O)cc1 | 77.3
9 | CCCc1nc2oc3c(NCCN4CCOCC4)ncnc3c2c2c1CCCC2 | 84.8
10 | CCOC(=O)C1CCCN(c2ncnc3c2[nH]c2cccc(OC)c23)C1 (stereo not drawn) | 90.6
11 | Cc1cc(C)c2c(N)c(C(=O)c3ccccc3)oc2n1 | 89.7
12 | CCCCn1c(SCC(=O)Nc2nnc(CC)s2)nc2c1c(=O)n(C)c(=O)n2C | 57.3
13 | Cc1nn(C)c(C)c1NC(=O)CCSc1nc(-c2ccco2)cc(C(F)(F)F)n1 | 91.8
14 | Cc1ccc2cc(C(c3nnnn3C3CCCC3)N3CCN(c4ccc(F)cc4)CC3)c(=O)[nH]c2c1 (stereo not drawn) | 78.9
15 | COc1ccccc1-n1c(SCC(=O)NC(C)(C)C)nnc1-c1ccco1 | 120.1
16 | Cc1nc2nc[nH]c2cc1Br | 94.7
17 | Oc1ccc2[nH]cnc2c1CN1CCCCC1 | 125.0
18 | Cc1ccn2cc(-c3nonc3C)cc2c1 | 76.3
19 | COc1ccc2cc(C(c3nnnn3Cc3ccccc3)N3CCCCCC3)c(=O)[nH]c2c1 (stereo not drawn) | 75.5
20 | CCN(C(=O)COC(=O)c1c(-c2ccccc2)noc1C)C1CCS(=O)(=O)C1 (stereo not drawn) | 87.0

Part of the list above, field by field.
16. Cc1nc2nc[nH]c2cc1Br
  SK-BR-3 tox 24h: 94.7
17. Oc1ccc2[nH]cnc2c1CN1CCCCC1
  SK-BR-3 tox 24h: 125.0

More results:
item | canonical_smiles | SK-BR-3 tox 24h
21 | COc1ccccc1C(=O)NCCc1nc2ccccc2n1C | 112.2
22 | COc1cc2[nH]c(=O)c(C(=O)NCCCN3CCCCC3)c(O)c2cc1OC | 121.3
23 | CCc1cc2c(-c3ccccc3)cc(=O)oc2c(CN2CCOCC2)c1O | 82.0
24 | Cc1ccc(S(=O)(=O)c2nc(-c3ccco3)oc2SCC(=O)NCC2CCCO2)cc1 (stereo not drawn) | 46.0
25 | COc1ccccc1N1CCN(CC(=O)Nc2cc(F)ccc2C)CC1 | 85.6
26 | Cc1c(C(=O)N2CCN(Cc3ccccc3)CC2)sc2ncnc(N3CCOCC3)c12 | 115.7
27 | O=C(/C=N/O)Nc1cccnc1 | 108.6
28 | Cc1c(C#N)c2ncnc(N)c2n1-c1ccccc1 | 82.7
29 | CN(C)c1ccc(N/C=C/C(=O)c2ccc(F)cc2)cc1 | 66.7
30 | COc1ccc(CC2C(=O)OC(C)(C)OC2=O)cc1 | 105.4
31 | O=C(c1noc2c1CCCCC2)N1CCOCC1 | 97.6
32 | O=c1c2c(-c3ccco3)csc2nc(SCc2cn3cccnc3n2)n1-c1ccccc1 | 95.1
33 | COc1ccccc1C1C(C#N)=C(N)Oc2cc(C)n(Cc3ccccn3)c(=O)c21 (stereo not drawn) | 112.3
34 | Cc1ccc(CNC(=O)CSc2n[nH]c(N)n2)cc1 | 82.8
35 | CCN(CC)CCN1C(=O)C(=O)/C(=C(/O)c2c(C)[nH]c(C(=O)OC)c2C)C1c1ccccc1 (stereo not drawn) | 87.3
36 | O=C(NCc1ccccn1)/C(=N/O)c1ccccc1 | 85.2
37 | Cc1cc(NC(=O)c2sccc2C)n(-c2cccc(Cl)c2)n1 | 93.4
38 | CC1(C)CC(=O)C2=C(C1)OC(N)=C(C#N)C2c1ccc(OC(=O)N2CCOCC2)cc1 (stereo not drawn) | 113.3
39 | CSCC[C@H](NC(=O)NCc1cccs1)C(=O)O | 97.7
40 | O=C1CC(c2ccc(Cl)cc2)n2nc(N3C(=O)CCC3=O)nc2N1 (stereo not drawn) | 92.1

Reprinted at random: 3 compounds from above
item | canonical_smiles | SK-BR-3 tox 24h
33 | COc1ccccc1C1C(C#N)=C(N)Oc2cc(C)n(Cc3ccccn3)c(=O)c21 (stereo not drawn) | 112.3
36 | O=C(NCc1ccccn1)/C(=N/O)c1ccccc1 | 85.2
32 | O=c1c2c(-c3ccco3)csc2nc(SCc2cn3cccnc3n2)n1-c1ccccc1 | 95.1

The listing continues.
item | canonical_smiles | SK-BR-3 tox 24h
41 | O=C(Nc1ccc2c(c1)OCCO2)c1cc(-n2cnnc2)ccc1Cl | 100.0
42 | O=C(c1ccc2c3c(cccc13)CC2)N1CCOCC1 | 80.2
43 | CC(=O)N1CCC2(CC1)C(C#N)=C(N)Oc1n[nH]c(C(F)(F)F)c12 | 86.1
44 | CC(=C1C2C=CC1C1C(=O)NC(=O)C21)c1ccccc1 (stereo not drawn) | 87.9
45 | CC(=O)c1cc2c(cc1NC(=O)CN1CCOCC1)OCO2 | 94.0
46 | COc1ccccc1-c1cc(C(=O)NCCN2CCOCC2)no1 | 80.5
47 | O=C1CSC(=NC2CCCCC2)N1 | 72.1
48 | COc1cccc(N(CC(=O)O)S(=O)(=O)c2ccccc2)c1 | 87.6
49 | COCCNS(=O)(=O)c1ccc(OCC(=O)OC)c(Cl)c1 | 98.7
50 | CCN(CC)C(=O)CSc1nc2ccccc2c(=O)n1-c1ccccc1OC | 83.0
51 | CCCC(OC(=O)CN1C(=O)COc2ccccc21)C(=O)NC1CCCC1 (stereo not drawn) | 96.0
52 | COc1cc(S(=O)(=O)N(C)C)ccc1F | 106.6
53 | O=C(CS(=O)(=O)Cc1ccccc1)Nc1ncccn1 | 114.1
54 | CSCCNC(=O)c1ccc(C(C)(C)C)cc1 | 92.0
55 | O=C(O)CCC(=O)Nc1ccccc1C(=O)NC1CCCCC1 | 92.0
56 | CCOC(=O)/N=C(/NC(=O)Nc1ccc(C(=O)OCC)cc1)OC | 90.0
57 | COc1ccccc1NC(=O)Cc1cccs1 | 78.1
58 | Cc1noc(NS(=O)(=O)c2ccc(N/C=C/C(=O)c3ccc4c(c3)OCO4)cc2)c1C | 91.1
59 | Nc1nc(-c2cccnc2)nn1C(=O)COc1ccccc1 | 98.2
60 | CC(C)(C)n1nc2c(c1NC(=O)c1cccs1)CS(=O)C2 (stereo not drawn) | 89.5

Three entries out of the list, sorted by count of non-hydrogen atoms, lowest first.
item | canonical_smiles | SK-BR-3 tox 24h
17 | Oc1ccc2[nH]cnc2c1CN1CCCCC1 | 125.0
49 | COCCNS(=O)(=O)c1ccc(OCC(=O)OC)c(Cl)c1 | 98.7
14 | Cc1ccc2cc(C(c3nnnn3C3CCCC3)N3CCN(c4ccc(F)cc4)CC3)c(=O)[nH]c2c1 (stereo not drawn) | 78.9

(more compounds)
item | canonical_smiles | SK-BR-3 tox 24h
61 | CN1C(=O)N(C)C2C1N(CN1CCCCC1)C(=O)N2CN1CCCCC1 (stereo not drawn) | 91.3
62 | Cc1ccc(SCCC(=O)NCC2CCCO2)cc1 (stereo not drawn) | 103.9
63 | Cc1cc(N2CCC(C)CC2)n2ncc(-c3ccccc3)c2n1 | 88.2
64 | Cc1n[nH]c(=O)nc1NCC1CCCO1 (stereo not drawn) | 109.9
65 | O=C(CNC(=O)Cn1ccc2ccccc2c1=O)NCCCN1CCN(c2cccc(Cl)c2)CC1 | 76.6
66 | CN(C)S(=O)(=O)c1cccc(COC(=O)C2=COCCO2)c1 | 98.6
67 | Cc1cc(C)cc(NC(=O)CCn2ccnc2C)c1 | 95.7
68 | CCOC(=O)c1ccc(N2C(=O)CC(NC3CCN(C(=O)c4ccc(F)cc4)CC3)C2=O)cc1 (stereo not drawn) | 100.2
69 | CN1C(=O)NC(c2ccccc2)C2=C1CN(c1cccc(C(F)(F)F)c1)C2=O (stereo not drawn) | 89.7
70 | COc1ccc(OC)c(CC(NC(C)=O)C(=O)NC2CCN(c3nc(C)cc(C)c3C#N)CC2)c1 (stereo not drawn) | 82.4
71 | Cc1nc(NCC2CCCO2)[nH]c(=O)c1CCC(C)C (stereo not drawn) | 103.2
72 | CCS(=O)(=O)N1CCN(C(=O)c2cc(OC)cc(OC)c2)CC1 | 101.8
73 | CC(=O)N1c2c(cc(Br)cc2S(=O)(=O)N2CCN(c3ccccn3)CC2)CC1C (stereo not drawn) | 68.9
74 | Cc1c(Cl)cccc1NC(=O)CSc1nnc(C)n1-c1ccccc1 | 109.0
75 | Cc1cccc(C)c1NC(=O)C(c1ccccc1)N1CCC2(CC1)OCCO2 (stereo not drawn) | 33.7*
76 | O=C1OC(Nc2ccc(Br)cn2)c2ccccc21 (stereo not drawn) | 128.1
77 | Cc1ccc(NC(=O)CSc2n[nH]c(-c3ccncc3)n2)cc1 | 103.3
78 | COCCCNC(=O)CCn1c(=O)c2ccccc2n(CC(=O)Nc2c(C)cccc2C)c1=O | 74.1
79 | CCCCSc1nnc([C@@H](NC(=O)OC(C)(C)C)C(C)C)o1 | 86.1
80 | CCc1cc2ccccc2nc1SCC(=O)Nc1cc(C)on1 | 84.2
81 | CN(c1nc2ccccc2n2c(-c3ccco3)nnc12)S(=O)(=O)c1ccccc1 | 100.6
82 | C=CCN(CC=C)C(=O)C1CCC(C(=O)N(CC=C)CC=C)CC1 (stereo not drawn) | 90.6
83 | O=C1CCCc2nc(N3CCN(c4ccccc4)CC3)ncc21 | 102.8
84 | CCOC(=O)c1ccc(NC(=O)COC)cc1 | 92.3
85 | O=c1c2c3c(sc2n(CCN2CCOCC2)c(=O)n1Cc1ccco1)CCCCC3 | 89.3
86 | CCOC(=O)N1CCN(CCC(=O)Nc2cccc(Br)c2)CC1 | 108.8
87 | CSc1nc2cc(Cl)ccc2s1 | 85.6
88 | O=C(c1ccccc1F)N1CCC(N2CCCCCC2)CC1 | 126.4
89 | O=C1CCCN1CC(CN1CCOCC1)Sc1nnnn1-c1ccccc1 (stereo not drawn) | 89.2
90 | CCCCN(CC)C(=O)Cc1c(C(=O)O)[nH]c2ccc(Cl)cc12 | 79.1
91 | O=S(=O)(NCc1ccc2c(c1)OCO2)c1cccc(S(=O)(=O)N2CCOCC2)c1 | 81.5
92 | CCNC(=O)c1ccccc1-c1nc(-c2ccccc2Cl)no1 | 68.5
93 | Cn1nnnc1SCc1cn2cccnc2n1 | 89.1
94 | Cn1c(SCc2nc3ccccc3[nH]2)nnc1-c1cccs1 | 123.3
95 | COc1ccc(CNC(=O)C2COc3ccccc3O2)c(OC)c1 (stereo not drawn) | 88.2
96 | O=C(CSc1nc(-c2cccs2)cc(C(F)(F)F)n1)NCc1ccco1 | 99.4
97 | CC1(C)CC(=O)c2c(nc3ccccc3c2N)C1 | 81.1
98 | Cc1cc(C)nc(SCCCn2c(=O)[nH]c3ccccc32)n1 | 87.7
99 | Cc1nonc1NC(=O)Nc1cccnc1 | 83.6
100 | O=S(=O)(Nc1nc2ccccc2nc1NCCO)c1cccc(Cl)c1 | 77.1
101 | Cc1cn(C2C=CC(CO)O2)c(=O)[nH]c1=O (stereo not drawn) | 90.8
102 | COc1ccc(S(=O)(=O)N(C)CC(=O)O)c2ccccc12 | 81.9
103 | CC(C)(C)NC(=O)Cn1nnc(-c2ccccc2Cl)n1 | 106.1
104 | COc1cccc(C2CC(C(F)(F)F)n3ncc(C(=O)O)c3N2)c1 (stereo not drawn) | 81.6
105 | CCN1CCc2nc(NC(=O)Cc3ccc4c(c3)OCCO4)sc2C1 | 90.9
106 | O=C(NC(Cc1ccccc1)C(=O)O)c1ccc(S(=O)(=O)N2CCCC2)cc1 (stereo not drawn) | 74.3
107 | O=C(CN1C2=NCCN2c2ccccc21)C12CC3CC(CC(C3)C1)C2 | 65.1
108 | NC(=O)C1(N2CCCCC2)CCN(CC(=O)Nc2cc(Cl)ccc2Cl)CC1 | 74.2
109 | Cc1ccc(N2C(=O)c3ccc(N)cc3C2=O)cc1 | 91.0
110 | CC(=O)Nc1ccc(C2(O)COc3ccccc3O2)cc1 (stereo not drawn) | 77.6

Further results.
item | canonical_smiles | SK-BR-3 tox 24h
111 | O=C(Nc1cccnc1)c1cn(-c2ccccc2)nc1-c1cccs1 | 80.3
112 | O=C(c1cc(Cl)ccc1Cl)N1CCN(c2ccccn2)CC1 | 109.3
113 | O=C(Oc1cccc(N2C(=O)CCC2=O)c1)C1CC(=O)N(c2ccc(F)cc2)C1 (stereo not drawn) | 100.0
114 | COc1ccccc1N1CCN(C(=O)CSc2nc(-c3ccccc3)cc(=O)[nH]2)CC1 | 116.4
115 | Cn1c(SCC(=O)c2ccccc2)nnc1C1CC1 | 90.8
116 | Cc1nc2ccc(S(=O)(=O)Nc3ccccc3C)cc2s1 | 86.4
117 | COc1cc(-c2nnc3sc(-c4cccnc4)nn23)cc(OC)c1OC | 89.9
118 | COc1ccc(C(C)C)cc1S(=O)(=O)Nc1ccc(Cl)cn1 | 112.8
119 | CC(C)C12CN3CC(C(C)C)(CN(C1)C3c1ccccc1)C2O (stereo not drawn) | 108.1
120 | CC1(c2cccs2)CC(c2cccs2)=C(C#N)C(=O)N1 (stereo not drawn) | 80.2
121 | O=C(CN1CCC(NC(=O)c2cccc(F)c2)CC1)NCc1ccccc1F | 91.9
122 | COc1ccc(C2C(C(=O)Nc3ccccc3OC)=C(C)Nc3nnnn32)c(OC)c1 (stereo not drawn) | 93.8
123 | O=C1CC(c2ccccc2)Sc2ccccc2N1 (stereo not drawn) | 89.2
124 | O=S1(=O)N=C(Nc2ccc(N3CCOCC3)cc2)c2ccccc21 | 89.3
125 | COc1ccc(OCCC(=O)OCC(=O)NCc2ccco2)cc1 | 78.3
126 | O=C(O)c1cc(/C=N\O)ccc1OCc1ccccc1 | 105.9
127 | CC(C)N(C(=O)CN(C#N)c1nc(N(C)C)nc(N(C)C)n1)c1ccccc1 | 89.8
128 | CC(C)c1cc(NCCN2CCOCC2)n2c(nc3ccccc32)c1C#N | 103.2
129 | COc1ccc(OC)c(C2C(C(C)=O)=C(O)C(=O)N2c2ccc(O)cc2)c1 (stereo not drawn) | 100.9
130 | Clc1ccc(Cn2ncc3c(N4CCCCC4)ncnc32)cc1 | 85.4
131 | C=C(C)c1cccc(C(C)(C)NC(=O)Nc2ncccn2)c1 | 68.2

Source: PubChem (SRMLSC)
